# KOR beta-arrestin-1 = KOR antagonists, beta-arrestin recruitment, cell-based, luminescence, uHTS (AID 1778) | KOR beta-arrestin recruitment, luminescence, antagonist mode; higher % means a stronger effect | 0.091% of 290,000 active | Kappa-type opioid receptor (Homo sapiens) | one-dose inhibition, % at 10 µM; IC50 in µM for titrated hits; further: strong numbers were not always called active
# GPR55 beta-arrestin = GPR55 agonists via beta-arrestin recruitment, primary screen, imaging, U2OS cells, beta-arrestin-GFP redistribution (AID 1961) | G-protein coupled receptor 55 (Homo sapiens) | U2OS GPR55 beta-arrestin-GFP redistribution imaging; higher % means a stronger effect | one-dose activation, % at 10 µM; EC50 in µM for titrated hits | 0.048% of 290,000 active;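 active means activation above 40% with more than 50 cells counted in the well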;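 further: U2OS osteosarcoma cells stably expressing GPR55 and beta-arrestin-GFP; plate controls were DMSO negative control for no effect and LPI positive control for full effect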
# NOD1 NF-kB reporter = NOD1 signaling inhibitors, primary screen, cell-based, luminescence, uHTS (AID 1578); inhibition, % at 4 µM, or EC50 in µM where a hit was titrated; NOD1-driven NF-kB luciferase reporter cells, luminescence; higher % means a stronger effect; 1% of 290,000 active; in the data active means inhibition mostly above about 36%, no sharp cut-off; inactive means mostly below about 34%;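 further: HEK-293T reporter cells stimulated with the NOD1 agonist gamma-tri-DAP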
# NOD2 inhibition = NOD2 signaling inhibitors, cell-based, luminescence, uHTS, HEK293 (AID 1566); HEK293 NOD2/NF-kB luciferase reporter, luminescence; higher % means a stronger effect; 0.63% of 290,000 active; inhibition, % at 4 µM, or EC50 in µM where a hit was titrated; further: many of its hits are not listed in these tables
# Large T inhibition = SV40 large T antigen inhibitors, biochemical (AID 1903); SV40 large T antigen ATPase/helicase inhibition assay; higher % means a stronger effect; inhibition, % at 20 µM, or IC50 in µM where a hit was titrated; 0.39% of 310,000 active; in the data active means a potency from the dose series; further: strong numbers were not always called active
# MgcRacGAP inhibition = MgcRacGAP GTPase-activating activity inhibitors, confirmation, biochemical, ADP Hunter fluorescence | 0.6% of 340,000 active | MgcRacGAP-stimulated Rac1 GTP hydrolysis, ADP Hunter fluorescence; higher % means a stronger effect; GST-tagged Rac1 F28L mutant substrate | inhibition, % at 30 µM, or IC50 in µM where a hit was titrated | Rac GTPase-activating protein 1 (Homo sapiens);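 active means first-screen hits whose inhibition reached a set limit at any dose in the follow-up dose series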;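 further: fluorescence reports GDP produced by GAP-driven GTP hydrolysis; strong numbers were not always called active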
# KOR beta-arrestin-2 = KOR agonists, beta-arrestin recruitment, primary screen, cell-based, luminescence, uHTS (AID 1777); activation, % at 10 µM; hits with a dose series show EC50 in µM; KOR beta-arrestin recruitment, luminescence; higher % means a stronger effect; 0.02% of 280,000 active; in the data active means activation above about 50%, passing the limit was not always enough; further: a part of the inactive calls stands beside numbers as strong as those of hits
# HIV peptide binding = inhibitors of HIV fusion peptide binding, primary screen, biochemical, uHTS, fluorescence dequenching (AID 1986); cell-free peptide binding, fluorescence dequenching, 30 min; higher % means a stronger effect; inhibition, % at 20 µM; hits with a dose series show IC50 in µM; 0.3% of 290,000 active; in the data active means inhibition mostly above about 52%, no sharp cut-off; inactive means mostly below about 76%; further: some results filed as inactive read as strong as hits
# GPR55 LPI antagonism = GPR55 antagonists blocking LPI-driven arrestin recruitment, primary screen, imaging, U2OS, beta-arrestin-GFP, LPI agonist (AID 2013); U2OS GPR55 beta-arrestin-GFP translocation imaging, LPI antagonism; higher % means a stronger effect; inhibition, % at 10 µM; hits with a dose series show IC50 in µM; 0.13% of 290,000 active;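 active means spots per cell inhibited over 60%, with over 100 cells counted and total cytoplasm intensity under 500,000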;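 further: U2OS cells stably carrying GPR55 and arrestin-GFP stimulated by 5 µM LPI near EC80; imaged beta-arrestin-GFP aggregate spots per cell after agonist stimulation; plate controls were LPI-stimulated DMSO wells for no effect and DMSO wells without LPI for full effect; some results filed as inactive read as strong as hits; confirmed hits need IC50 under 10 µM and bright autofluorescent wells are also inconclusive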
# The depositor's hits bear a star; x = not tested or not shown; & = joins results of further samples; [ ] = dose if it differs, or a comment. Unless noted, no stated cut-off is given here; in the data, active means inhibition above about 50%; inactive means the rest. Not all compounds are listed; the hit share may differ from the screen's.
# Every second line gives: KOR beta-arrestin-1	GPR55 beta-arrestin	NOD1 NF-kB reporter	NOD2 inhibition	Large T inhibition	MgcRacGAP inhibition	KOR beta-arrestin-2	HIV peptide binding	GPR55 LPI antagonism
Cc1ccc(-n2nc3ccc(N)cc3n2)c(C)c1
 : -13%[20 µM]	-0.1%	-12%	-5%	3%	-6%	1.7%	2.2%	0%
COC(=O)C(C(=O)OC)=C(/C=C/C=C/N(C)C)N(C)C
 : 13%	-0.2%	-1%	5%	6%	4%	4.7%	-1.2%	2%
Fc1ccc(NC(=S)N2CCN(C/C=C/c3ccccc3)CC2)c(F)c1
 : -116%[20 µM]	-0.1%	-25%	-3%	4%	1%	-1.5%	1.4%	3%
CCn1c(O)c(N=NC(=O)CNC(=O)Cc2ccccc2)c2ccccc21
 : -25%	-0.2%	-15%	-2%	6%	3%	1.2%	-0.2%	1%
O=C(Oc1ccc2c(c1)OCO2)c1cc2c(s1)CCC2
 : -30%	-0.2%	9%	-8%	7%	14%	58%	-0.3%	x
CN(C(=O)COC(=O)c1ccc([N+](=O)[O-])cc1Cl)C1CCCCC1
 : 27%	0.4%	2%	-6%	10%	5%	-6.5%	-2.9%	-1%
CC(C)=CC(=O)N1CCCc2ccccc21
 : -30%	-0.1%	12%	5%	1%	5%	3.7%	-2.5%	-5%
O=S(=O)(c1ccccc1)N1CCC(O)(CSc2ccc(F)cc2)CC1
 : -15%	-0.4%	23%	41%	13%	1%	-0.4%	-0.1%	8%
O=C1CC(c2ccc(F)cc2)C2=C(CCCC2=O)N1 (stereo not drawn)
 : 0%	0.2%	-6%	10%	-1%	10%	3.2%	-1.1%	-8%
Cc1[nH]n(-c2ccccc2)c(=O)c1C(=O)c1ccccc1
 : 6%	0.2%	-4%	9%	17%	-2%	-2.0%	-2.3%	-10%
COc1ccc(OC)c(-n2nnnc2SCC(=O)O)c1
 : -23%	0.0%	-7%	6%	5%	5%	-2.1%	11%	-1%
Cc1ccc(OCCN(C)C(=O)c2cc(COc3ccc(F)cc3F)on2)cc1
 : -5%	-0.1%	-20%	-10%	11%	4%	0.0%	0.1%	1%
COC(=O)c1sccc1NC(=O)c1ccc(OC)cc1
 : -36%	-0.1%	-20%	7%	3%	2%	8.9%	-1.8%	2%
CCCc1nnc(NC(=O)CS(=O)(=O)c2ccccc2)s1
 : -18%	-0.1%	-1%	-3%	4%	5%	-0.7%	2.3%	-8%
COc1ccc(OC)c(NC(=O)CC2C(=O)NCCN2C(=O)Nc2cccc(Cl)c2)c1 (stereo not drawn)
 : -6%	-0.1%	3%	-3%	-4%	6%	0.2%	2.2%	-2%
CCN1CCN(CC(=O)Nc2ccc3c(c2)OCCO3)C(=O)C1=O
 : 14%	-0.1%	3%	15%	3%	1%	3.7%	0.9%	-12%
Cc1ccc(-n2cc(CNCCc3cscn3)c(-c3ccc(F)cc3)n2)cc1
 : -22%	0.2%	-20%	14%	21%	7%	-3.5%	-0.6%	21%
COc1ccc(C(=O)OCN2C(=O)c3ccccc3C2=O)cc1
 : -34%	-0.1%	-9%	1%	12%	12%	5.6%	-1.2%	0%
COc1ccc(CCN(C(=O)c2ccco2)C(C(=O)NC2CCCC2)c2ccncc2)cc1OC (stereo not drawn)
 : 5%[20 µM]	-0.1%	-20%	-4%	12%	13%	x	-1.0%	-1%
O=C(O)Cn1cc(/C=c2/sc3nc4ccccc4n3c2=O)c2ccccc21
 : -20%	-0.3%	-40%	-16%	10%	17%	-6.7%	69µM*	-2%
CNS(=O)(=O)c1cnccc1N1CCN(c2cccc(Cl)c2)CC1
 : 5%	-0.4%	14%	8%	5%	11%	-3.8%	-1.2%	1%
CC(NC(=O)Cc1ccsc1)c1ccc(S(N)(=O)=O)cc1 (stereo not drawn)
 : -24%	0.6%	-26%	-16%	9%	2%	7.1%	0.7%	-1%
CC(C)Cn1c(SCC#N)nc2ccccc2c1=O
 : -6%	-0.2%	0%	12%	11%	7%	2.2%	3.2%	-2%
O=C(c1cccc(N2C(=O)C3C4C=CC(C4)C3C2=O)c1)N1CCN(c2ccccc2)CC1 (stereo not drawn)
 : -7%	-0.6%	-17%	12%	7%	1%	-0.8%	-0.8%	8%
COc1cccc(NC(=O)C2CCN(c3ncccn3)CC2)c1
 : 29%	-0.1%	-10%	16%	17%	6%	-2.0%	0.9%	-6%
COC(C(=O)Nc1ccnn1C1CCN(Cc2ccc(CO)o2)CC1)c1ccccc1 (stereo not drawn)
 : -10%	-0.1%	-40%	2%	18%	9%	0.7%	1.0%	3%
CCC(CC)C(=O)NCCc1cc2ccc(OC)cc2[nH]c1=O
 : 6%	-0.1%	-6%	4%	10%	6%	-0.9%	1.3%	11%
O=C(N/N=C/C(Br)=C\c1ccccc1)c1ccco1
 : 1%	-0.1%	-5%	-77%	8%	x	-0.4%	-0.2%	4%
CCC(C(=O)NCCCN1CCN(CC)CC1)n1nc(C)n2c(cc3occc32)c1=O (stereo not drawn)
 : 15%	-0.1%	-26%	21%	15%	14%	3.8%	-0.5%	11%
CC(C)(C)NCC(O)c1cc(O)cc(O)c1 (stereo not drawn)
 : -41%	-0.1%	-25%	10%	8%&13%	-3%	-0.6%	1.7%	-8%
Cc1ccccc1C(=O)N1CCCC(N2CCN(Cc3ccc4c(c3)OCO4)CC2)C1 (stereo not drawn)
 : -22%	0.0%	-6%	-3%	3%	5%	-3.1%	-0.6%	-23%
COc1cccc(CN2CC(C(=O)N3CCCCCCC3)CCC2=O)c1 (stereo not drawn)
 : 24%	-0.1%	25%	-7%	8%	1%	-5.5%	-3.0%	8%
Cc1ccccc1-n1nnnc1SCC(=O)c1c(N)n(C)c(=O)n(C)c1=O
 : 22%	-0.1%	-4%	15%	x	7%	-3.7%	40%	-3%
COc1ccc(CC(=O)Nc2ccc(-c3noc(COc4ccccc4C)n3)cc2)cc1
 : 21%	-0.1%	-15%	14%	10%	5%	2.1%	1.7%	2%
NNC(=S)NCc1ccco1
 : 14%	-0.1%	-1%	16%	35%	8%	-0.8%	-2.3%	19%
Cc1nn(Cc2cccc(C(=O)NN)c2)c(C)c1Cl
 : 12%	-0.1%	10%	15%	3%	11%	-1.1%	-0.5%	-2%
O=C(CC1Nc2ccccc2NC1=O)NCCCN1CCCCCC1 (stereo not drawn)
 : 21%	0.0%	-1%	12%	25%	11%	-2.9%	1.1%	-4%
Cc1ccc(/C=C/C(=O)NC2CCS(=O)(=O)C2)cc1 (stereo not drawn)
 : -4%	0.1%	-40%	-6%	-4%	6%	-1.1%	0.5%	2%
Cc1c(C(=O)Nc2ccc(Cl)cc2)c2ccccn2c1C(=O)c1ccc([N+](=O)[O-])cc1
 : -47%	-0.1%	3%	-10%	8%	7%	0.7%	1.5%	9%
CCOC(=O)c1cn(-c2ccccc2)nc1-c1cccnc1
 : 1%	0.3%	-14%	21%	-1%	-12%	-6.8%	0.4%	8%
COc1ccc(CCNC(=O)Cn2c(=O)n(-c3ccc(F)cc3F)c(=O)c3sccc32)cc1OC
 : -10%	-0.3%	-13%	18%	13%	16%	3.4%	3.3%	5%
Cc1ccc(C2=NC3(CCCC3)N=C2SCC(=O)Nc2ccc3c(c2)OCCO3)cc1
 : 10%	-0.3%	4%	7%	5%	25%	-0.3%	-3.0%	6%
NCCCC[C@@H]1NC(=O)c2cc([N+](=O)[O-])cc(F)c2NCCCC[C@@H](C(N)=O)NC(=O)CNC1=O
 : -10%	0.1%	-18%	16%	6%	18%	-1.0%	-1.0%	4%
O=C(NCc1ccco1)c1cccc(Br)c1
 : -3%[20 µM]	0.2%	-28%	-4%	14%	1%	0.1%	1.1%	1%
O=C1CC(Cc2ccc(Cl)cc2)C(=O)N1c1ccccn1 (stereo not drawn)
 : -8%	-0.2%	-23%	-1%	14%	-1%	-1.2%	-1.1%	17%
CCC(CC)C(=O)Nc1ccc([N+](=O)[O-])cn1
 : 6%	0.5%	10%	1%	4%	0%	3.2%	1.1%	-12%
COC(=O)N/N=C/c1ccc(-c2ccccc2Cl)o1
 : -35%	-0.3%	-10%	-43%	5%	9%	3.8%	1.2%	-7%
COc1cc(C2SCC(=O)N2CCc2ccc(OC)c(OC)c2)ccc1O (stereo not drawn)
 : -25%[20 µM]	0.2%	-14%	20%	12%	x	2.2%	-0.9%	-10%
O=C(CSc1nc(-c2ccco2)cc(C(F)(F)F)n1)N1CCSCC1
 : -34%	-0.2%	-24%	13%	5%	6%	-3.6%	1.1%	8%
COc1cc(C)nc(N2CCCC(C(=O)Nc3cccc(Cl)c3Cl)C2)n1 (stereo not drawn)
 : -38%	-0.1%	-28%	2%	17%	3%	14%	0.8%	-2%

# Later entries:
# Every second line gives: KOR beta-arrestin-1	GPR55 beta-arrestin	NOD1 NF-kB reporter	NOD2 inhibition	Large T inhibition	MgcRacGAP inhibition	KOR beta-arrestin-2	HIV peptide binding	GPR55 LPI antagonism
CCn1c(CNC(=O)c2cccs2)n[nH]c1=S
 : -20%	0.3%	-20%	3%	10%	8%	-1.4%	-1.2%	12%
CC(C)(C)c1cc(=O)[nH]c(SCc2ccccc2Cl)n1
 : -55%	0.4%	2%	23%	3%	4%	7.4%	2.4%	3%
Cc1ccccc1C(=O)NC(CC(C)C)C(=O)OCC(=O)c1c(N)n(C)c(=O)n(C)c1=O (stereo not drawn)
 : -14%	-0.5%	-17%	-5%	8%	4%	-0.9%	0.6%	10%
COC(=O)c1[nH]c2ccc(Cl)cc2c1NC(=O)Oc1ccccc1
 : -25%	0.0%	-44%	-38%	2%	20µM*	2.1%	0.8%	8%
COc1ccc(/C=N/NC(=O)c2nn(C)cc2Br)cc1CSCc1ccco1
 : -18%	0.0%	30%	5%	17%	9%	-2.1%	-2.6%	-23%
O=C(CSCc1ccc(Cl)cc1)Nc1cc([N+](=O)[O-])ccc1O
 : -43%[20 µM]	-0.1%	-14%	13%	7%	-1%	-3.5%	5.4%	-9%
Cc1ccc(S(=O)(=O)NC(CCc2ccccc2)CC(=O)C(C)(C)C)cc1 (stereo not drawn)
 : -11%	0.6%	-2%	10%	8%	x	-2.4%	-0.3%	12%
CN(C)S(=O)(=O)c1ccc(Cl)c(NC(=O)CN2C(=O)NC3(CCCC3)C2=O)c1
 : -57%	-0.2%	-51%	-1%	4%	1%	-2.8%	-0.4%	0%
COc1cc(S(=O)(=O)NC2CCCCC2C)ccc1F (stereo not drawn)
 : 0%	-0.1%	-6%	5%	22%	5%	-6.4%	-0.1%	-1%
